ABCB6 inh MLPCN: ABCB6 transporter inhibitors, primary screen, K562-ABCB6 cells, flow cytometry, MLPCN library. ATP-binding cassette sub-family B member 6 (Homo sapiens), Q9NP58. K562-ABCB6 porphyrin accumulation, 1 h; hits give low values. fluorescence ratio to DMSO, % at 10 µM. 360,000 compounds, 0.19% hits. AID 602162, 2011;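 active = fluorescence ratio to DMSO below 75%, the collection mean minus 3 SD; inconclusive = too few cells collected in the well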;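 note: signal is porphyrin accumulated inside mitochondria; 100% equals median channel fluorescence of DMSO control wells; lower ratio means ABCB6 inhibition with less porphyrin fluorescence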
Vif inh: HIV Vif self-association inhibitors, primary screen, imaging, HEK293T, single point | AID 602346, 2012 | inhibition, % at 7.49 µM | 340,000 compounds, 0.35% hits | HEK293T cells, Vif self-association by quenched fluorescence, 24 h; in the data active = inhibition above about 50%, passing the limit was not always enough; inconclusive = no clear call, values can overlap the other calls; inactive = below about 31%; note: some results filed as inactive read as strong as hits
MC4R antagonist: MC4R antagonists of cAMP signaling, primary screen, cell-based, TR-FRET, antagonist arm of biased-ligand search; inhibition, % at 6.5 µM; 360,000 compounds, 0.48% hits; Melanocortin receptor 4 (Homo sapiens), P32245; AID 540295, 2011; MC4R-expressing cells, MTII-stimulated cAMP, LANCE TR-FRET;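 active = inhibition above its plate's cutoff, the mean of tested wells on that plate plus 3 SD, cut at about 29% in these data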;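 note: 0% = Melanotan II alone and 100% = Melanotan II plus saturating MCL0020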
Target sequence (P32245 whole entry, looked up): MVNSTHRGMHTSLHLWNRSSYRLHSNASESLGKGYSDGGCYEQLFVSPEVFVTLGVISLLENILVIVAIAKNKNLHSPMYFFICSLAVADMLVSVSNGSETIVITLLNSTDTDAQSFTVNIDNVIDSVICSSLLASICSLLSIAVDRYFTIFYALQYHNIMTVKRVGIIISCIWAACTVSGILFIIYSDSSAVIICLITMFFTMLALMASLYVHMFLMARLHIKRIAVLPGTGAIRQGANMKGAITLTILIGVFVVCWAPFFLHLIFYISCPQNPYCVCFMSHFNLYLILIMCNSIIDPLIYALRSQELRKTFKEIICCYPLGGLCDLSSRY
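Material: human MC4R-expressing U2OS cells. Probe or stimulus: Melanotan II challenge. Dosing: 6.5 µM single dose. Times: 30-min compound, 1-h challenge, 1-h detection, room temperature. Technique: TR-FRET with Eu-cAMP and labeled anti-cAMP, 671 nm. Replication: singlicate.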
aDG glyco act: activators of alpha-DG glycosylation, primary screen, uHTS, Pro5-aDG cells, AlphaScreen | alpha-DG glycosylation AlphaScreen (IIH6); 0% Pro5, 100% B10-LARGE cell signal | AID 624168, 2012 | activation, % at 10 µM | 360,000 compounds, 0.22% hits;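 active = activation of at least 8% versus controls, or a plate z-score of at least 8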;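 note: Pro5 are CHO cells carrying HIG-tagged alpha-DG that lacks glycosylation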
CaV13 FRET inh: Disruptors of the CACNA1D IQ motif to Ca2+-dependent inactivation inhibitor domain association, primary screening, Förster resonance energy transfer in intact living …; HEK cells, CFP/YFP FRET ICDI-IQ, plate reader, 10 min; percent FRET-ratio fall versus neutral wells; inhibition, % at 12.3 µM; 340,000 compounds, 0.098% hits; AID 743397;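 active = mean replicate inhibition of at least 30% and at least 1% of replicates passing that level; inconclusive = only one of the two criteria is met; inactive = neither criterion is met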;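 note: 0% = median of the neutral control wells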
Cardio protect: cardioprotection against H2O2-induced cell death, primary screen, uHTS, H9c2 cells, ATPLite luminescence. AID 588492, 2011. protection from H2O2 cell death, % at 20 µM. 360,000 compounds, 0.63% hits. H9c2 cardiomyocytes, H2O2 injury protection, 2 h;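 active = compounds giving at least 50% protection of heart cells from peroxide-induced death in the single-dose screen, raw or plate-pattern-corrected value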;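 note: 0% = DMSO wells with peroxide and 100% = DMSO wells without peroxide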
m5-HT2A agonist: mouse Htr2a agonists via beta-arrestin recruitment, primary screen, cell-based, luminescence. 5-hydroxytryptamine receptor 2A (Mus musculus), P35363. CHO-K1 mHTR2A beta-arrestin complementation; percent of 30 µM serotonin response. activation, % at 7.6 µM. 360,000 compounds, 0.66% hits;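 active = activation above a run cutoff, the mean activation of all tested compounds plus 3 SD, cut at about 14% in these data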;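 note: 0% = plate median of compound wells and 100% = 30 µM serotonin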
Target sequence (P35363 whole entry, looked up): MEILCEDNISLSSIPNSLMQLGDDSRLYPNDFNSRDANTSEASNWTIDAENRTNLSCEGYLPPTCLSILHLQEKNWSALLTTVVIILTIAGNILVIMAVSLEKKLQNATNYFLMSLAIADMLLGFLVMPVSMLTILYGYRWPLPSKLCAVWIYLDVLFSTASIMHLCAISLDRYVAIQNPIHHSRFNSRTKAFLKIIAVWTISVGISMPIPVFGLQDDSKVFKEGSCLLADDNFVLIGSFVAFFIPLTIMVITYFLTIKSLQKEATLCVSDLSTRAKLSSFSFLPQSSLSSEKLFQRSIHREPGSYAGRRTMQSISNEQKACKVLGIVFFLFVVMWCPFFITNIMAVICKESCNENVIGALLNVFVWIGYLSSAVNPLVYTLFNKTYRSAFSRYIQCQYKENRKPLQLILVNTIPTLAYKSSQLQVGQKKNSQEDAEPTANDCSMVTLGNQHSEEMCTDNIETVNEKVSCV
N-glyco inh: increase of ERlucT glycosylation luciferase signal, primary screen, N-linked glycosylation inhibitor project, D54 ERlucT cells, luminescence, set 2. reporter increase, % at 12.5 µM. AID 588692, 2011. 360,000 compounds, 0.23% hits. D54 ERlucT glycosylation luciferase reporter, 24 h; percent of 100 nM tunicamycin response;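 active = mean luciferase reporter signal, scaled so untreated is 0 and the glycosylation-blocking control 100, at or above a set limit in every replicate; inconclusive = mean reaches the limit but not every replicate does; inactive = mean below the limit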;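 note: luciferase carries N-glycosylation sites so blocking glycosylation raises the light; 0% = median of neutral control wells and 100% = median of 100 nM tunicamycin wells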
MC4R ag barr: MC4R agonists recruiting beta-arrestin, primary screen, cell-based, luminescence, agonist arm of biased-ligand search; activation, % at 8.9 µM; 360,000 compounds, 0.98% hits; Melanocortin receptor 4 (Homo sapiens), P32245; U2OS MC4R beta-arrestin complementation; percent of melanotan II response, DMSO zero;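 active = activation above a per-plate cutoff, the mean activation of sample wells on that plate plus 3 SD, cut at about 8% in these data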
PDI turbidity: inhibitors of human PDI, primary screen, biochemical, turbidity, single point, plate reader | Protein disulfide-isomerase (Homo sapiens), P07237 | PDI insulin aggregation turbidity, A650, 90 min | inhibition, % at 10 µM | 350,000 compounds, 0.052% hits | AID 588391, 2011;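 active = mean inhibition across replicates of 30% or more, whatever share of single replicates reach that level; inconclusive = mean inhibition below 30% while every single replicate reaches 30%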;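 note: absorbance from insulin aggregation driven by PDI reduction with DTT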
An asterisk follows results filed as active; u = inconclusive; x = not tested or not shown. This is a random part of the collection; overall some 3.6% were active at least once.

SMILES	N-glyco inh	Vif inh	aDG glyco act	CaV13 FRET inh	MC4R antagonist	m5-HT2A agonist	Cardio protect	PDI turbidity	MC4R ag barr	ABCB6 inh MLPCN
CN1CCN(c2nc(-c3cccs3)cs2)CC1	-1	-1	0.2	-2	4	-1	-4	4	-1.3	94
COC(=O)c1ccc(NC(=S)N2CCC(C(N)=O)CC2)cc1	2	3	0.0	-5	4	-1	10	-15	-1.8	100
Cc1cc(NC(=O)C(=O)c2cn(C)c3ccccc23)no1	2	-5	0.0	-1	3	3	1	2	-1.2	85
CN(C)C(CNC(=O)C1CC(=O)N(c2cccc(C(F)(F)F)c2)C1)c1ccccc1 (centres undefined)	0	1	-0.2	-2	-2	-5	1	2	1.0	94
Cc1ccccc1-n1c(SCc2c(C)noc2C)nnc1-c1c[nH]c2ccccc12	5	-6	-0.4	0	9	3	-4	7	-0.2	98
COc1ccc(C2C(=O)N(C3CCCCC3)CC(=O)N2CCc2ccccc2)cc1OC (centres undefined)	-1	-1	-0.1	x	9	3	4	9	-1.6	105
Cc1noc(C)c1S(=O)(=O)N1CCC(C(=O)NC2CCN(Cc3ccccc3)CC2)CC1	-1	-10	0.2	x	0	0	-1	3	-0.3	99
COc1ccc(C2NC(=O)c3ccccc3N2)c(OC)c1OC (centres undefined)	4	-2	0.3	-6	-3	9	-1	-2	-2.2	100
O=C(NC(=S)Nc1ccc(NC(=O)c2ccccc2)cc1)c1ccc(F)cc1	-1	51*	0.4	-2	0	-4	2	7	3.5	95
Cc1ccc(NC(=O)NC(=O)CN2CCC(C(N)=O)CC2)c(C)c1	0	0	1.5	-3	-4	4	0	u	0.4	99
COc1ccc(S(=O)(=O)NCC(c2cccnc2)N2CCN(c3ccccc3)CC2)cc1C (centres undefined)	-2	19	0.2	-4	-5	4	-9	7	1.7	95
CC12CC(NC(=O)N1Cc1ccccc1)c1ccccc1O2 (centres undefined)	-1	13	0.0	-5	-5	1	-5	-1	-1.5	92
COc1cc(/C=N\NC(=O)c2ccccc2F)ccc1Oc1ccc([N+](=O)[O-])cn1	14	-8	-0.1	-5	-5	3	5	-1	-1.7	101
CC1CN(C(=O)c2cc(-c3ccncc3)nc3ccccc23)CC(C)O1 (centres undefined)	45*	3	-0.2	-6	1	1	7	-3	0.0	103
Cc1cc(C)cc(NC(=O)CSc2nnc(Cc3cccn3C)n2-c2ccc(F)cc2)c1	0	4	2.7	-10	11	-3	11	x	-0.3	103

Three compounds from above, ordered by the number in PDI turbidity, low to high:
Molecule,N-glyco inh,Vif inh,aDG glyco act,CaV13 FRET inh,MC4R antagonist,m5-HT2A agonist,PDI turbidity,MC4R ag barr,ABCB6 inh MLPCN
CN(C)C(CNC(=O)C1CC(=O)N(c2cccc(C(F)(F)F)c2)C1)c1ccccc1 (centres undefined),0,1,-0.2,-2,-2,-5,2,1.0,94
O=C(NC(=S)Nc1ccc(NC(=O)c2ccccc2)cc1)c1ccc(F)cc1,-1,51*,0.4,-2,0,-4,7,3.5,95
COc1ccc(C2C(=O)N(C3CCCCC3)CC(=O)N2CCc2ccccc2)cc1OC (centres undefined),-1,-1,-0.1,x,9,3,9,-1.6,105

(more compounds)
SMILES	N-glyco inh	Vif inh	aDG glyco act	CaV13 FRET inh	MC4R antagonist	m5-HT2A agonist	Cardio protect	PDI turbidity	MC4R ag barr	ABCB6 inh MLPCN
O=C(NC12CC3CC(CC(C3)C1)C2)N1CCN(c2ccccn2)CC1	2	x	0.0	-9	4	5	-2	-1	1.1	86
O=C(NCc1ccc(F)cc1)C(=O)NCC1OCCN1C(=O)c1ccc(Cl)cc1 (centres undefined)	2	x	-0.4	-5	7	24*	3	x	-0.9	101
O=C(c1cccs1)N1C[C@@H](O)[C@H](n2cc(C3CC3)nn2)C[C@@H]1c1ccc(Cl)cc1	0	-6	0.0	x	9	-1	-16	-5	-2.4	103
O=C(O)CCN1C(=O)CC2(CCCCC2)C1=O	1	8	0.1	0	7	-3	3	-6	-1.9	96
COC(=O)[C@H]1C[C@@H]1[C@H](NC(=O)c1cccnc1)c1ccccc1	1	0	0.0	-5	5	-6	2	3	-0.1	101
O=C(O)CCC(=O)N1N=C(c2ccc(Br)cc2)CC1c1cccs1 (centres undefined)	0	-1	-0.2	-5	30*	1	-3	0	-2.3	102
COc1ccc2[nH]cc(S(=O)(=O)c3ccc(F)cc3)c(=O)c2c1	0	-21	0.0	-6	2	-1	-29	-7	0.0	96
N#Cc1c(Nc2ccccc2)sc(C(=O)C2CC2)c1N	-2	-3	-0.1	-4	0	2	-6	-8	-2.2	101
Cc1ccc(C)c(N2CCN(C(=O)c3cc(S(=O)(=O)N4CCOCC4)cn3C)CC2)c1	3	x	0.0	-10	-2	12	-10	x	0.2	94
Cn1nc(-c2ccc(C(=O)Nc3cccnc3)cc2)c2ccccc2c1=O	1	5	0.0	-4	16	6	25	5	0.2	94
COc1cc2ccccc2cc1C(=O)N1CCN(C(C)=O)CC1	0	-3	-0.2	-2	-1	7	2	-6	-0.4	96
O=[N+]([O-])c1ccc(/C=N/NC(=S)Nc2ccc(Cl)cc2Cl)s1	3	-4	0.6	-3	-8	-5	-21	8	-4.3	114
O=C(COC(=O)CNC(=O)c1ccc(Cl)cc1)Nc1ccc2c(c1)OCCO2	2	4	-0.1	-7	27	3	1	-3	3.5	102
Cc1ccc(C2(C(F)(F)F)NC(=O)N3C(=C2C#N)Nc2ccccc23)cc1 (centres undefined)	4	3	0.2	-5	-22	0	-6	2	-1.7	91
CN1CCN(CCNC(=O)Nc2ccccc2[N+](=O)[O-])CC1	-1	3	0.0	-18	0	-4	4	13	-0.9	99
Nc1nonc1C(=Nc1ccccc1)NO	1	1	0.1	-7	-1	-3	0	2	0.2	96
Cc1ccc(NC(=O)CN(C)C(=O)c2cc(-c3ccccc3)nn2-c2ccccc2)cc1	1	-15	-0.2	-7	-1	-11	-2	-1	-3.6	98
C/C(CCc1ccc2c(c1)OCO2)=N\N=C1\NC(=O)CC(C(=O)Nc2ccc(C(=O)O)cc2)S1 (centres undefined)	1	-1	0.0	4	7	-4	-2	-4	0.8	94
Cc1cccc(-n2c(N)cc(=O)nc2SCC(=O)Nc2ccccc2)c1	0	2	-0.3	x	0	-1	10	-6	-0.1	109
Nc1nc(-c2ccccc2)c(-c2ccccc2)s1	-3	7	-0.1	-1	4	-3	15	3	-0.2	84
Cc1ccccc1OCc1nnc(SCC(=O)Nc2c(C)n(C)n(-c3ccccc3)c2=O)n1-c1ccccc1	1	-15	0.2	-7	-5	5	4	-1	0.6	94
Cc1cc(C)c(OCCN2C(=O)NC(C)(C)C2=O)c(Cl)c1	1	-2	-0.2	x	9	-1	-4	9	-1.6	98
Cc1noc(C)c1COc1cccc(C(=O)N(C)Cc2nc3ccccc3c(=O)[nH]2)c1	1	-1	0.1	-6	6	0	10	3	-1.6	96
COc1ccc(CCN(C)C(=O)/C=C/c2c(Cl)nc3ccccn23)cc1OC	-1	2	-0.1	2	5	12	5	8	-1.6	91
CCOc1ccc(S(=O)(=O)NCCC(=O)NCC(c2ccc(OC)cc2)N2CCCC2)cc1 (centres undefined)	-2	-3	0.0	-2	6	-12	-7	1	-3.5	98
COc1ccc(OC)c(CN2CCN(C(=O)c3cccc(S(=O)(=O)N(C)c4ccccc4)c3)CC2)c1	-2	-3	1.0	-10	6	-2	18	-1	1.9	94
O=C(c1cc(COc2ccc(F)c(F)c2)on1)N1CCSCC1	1	9	0.4	x	-3	-4	0	-7	-2.1	98
COCCS(=O)(=O)N(Cc1ccccc1)[C@H](C(=O)OC)C(C)C	0	2	-0.3	-6	0	-1	-3	-1	1.7	100

Of the compounds above, these have an NH in an aromatic ring:
SMILES	N-glyco inh	Vif inh	aDG glyco act	CaV13 FRET inh	MC4R antagonist	m5-HT2A agonist	Cardio protect	PDI turbidity	MC4R ag barr	ABCB6 inh MLPCN
Cc1ccccc1-n1c(SCc2c(C)noc2C)nnc1-c1c[nH]c2ccccc12	5	-6	-0.4	0	9	3	-4	7	-0.2	98
COc1ccc2[nH]cc(S(=O)(=O)c3ccc(F)cc3)c(=O)c2c1	0	-21	0.0	-6	2	-1	-29	-7	0.0	96
Cc1noc(C)c1COc1cccc(C(=O)N(C)Cc2nc3ccccc3c(=O)[nH]2)c1	1	-1	0.1	-6	6	0	10	3	-1.6	96

Screening results from PubChem.
